p97 ATPase inh: human p97 ATPase inhibition. inhibition, % at 8 µM. recombinant p97 ATPase, Kinase-Glo ATP luminescence, 3 h. hit rate 0.42% among 220,000. AID 1481; in the data active means inhibition above about 15%;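 further: 0% = DMSO vehicle and 100% = wells lacking enzyme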
EBV gp42 block: inhibitors of Epstein-Barr virus glycoprotein 42; inhibition, % (tested at 21.74 µM); hit rate 0.42% among 220,000; Fluorescence polarization binding assay, mP read-out; in the data active means inhibition above about 50%
Target sequence (Q1HVG2 whole entry, looked up): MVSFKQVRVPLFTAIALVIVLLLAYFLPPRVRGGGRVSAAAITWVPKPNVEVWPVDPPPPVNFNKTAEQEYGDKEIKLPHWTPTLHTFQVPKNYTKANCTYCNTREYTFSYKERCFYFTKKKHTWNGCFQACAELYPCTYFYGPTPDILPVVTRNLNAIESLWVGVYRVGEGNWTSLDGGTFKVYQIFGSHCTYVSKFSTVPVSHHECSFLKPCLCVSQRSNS
RBBP9 inhibitor: inhibitors of human serine hydrolase RBBP9 | O75884 | recombinant RBBP9, FP-Rh probe fluorescence polarization | inhibition, % at 7.94 µM | hit rate 0.2% among 220,000 | AID 1515;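 active means inhibition above the campaign mean of all tested compounds plus 3 SD, cut at about 14% in these data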;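 further: plate controls were DMSO wells with RBBP9 for no effect and wells lacking RBBP9 protein for full effect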
Target sequence (O75884 whole entry, looked up): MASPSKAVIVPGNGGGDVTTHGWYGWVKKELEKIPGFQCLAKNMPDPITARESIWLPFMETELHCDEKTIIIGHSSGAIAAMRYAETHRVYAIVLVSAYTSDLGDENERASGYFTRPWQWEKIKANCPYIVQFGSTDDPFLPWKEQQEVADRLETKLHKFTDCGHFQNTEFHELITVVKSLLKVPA
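Measured by – fluorescence polarization · Test system – RBBP9 protein · Input – 2.5 µM RBBP9 dispensing solution, before mixing · Measure – percent inhibition from mP, scaled between DMSO and no-protein wells · Benchmarks – DMSO-treated enzyme wells and wells lacking RBBP9 · Times – preincubation 30 min plus labeling 45 min at 25 °C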
TbHK1 inh: blocks Trypanosoma brucei hexokinase 1 activity; inhibition, % at 10 µM; hit rate 0.11% among 220,000; AID 1430; recombinant TbHK1, G6PDH-coupled NADH A340;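 active means inhibition of 50% or more in the single-dose primary screen; inactive means inhibition below 50%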
Runt-SMMHC FRET: inhibitors of human RUNX1 Runt domain binding to CBFb-SMMHC; Q01196+Q13951; Cerulean-Runt/Venus-CBFb-SMMHC FRET ratio 530/480, 1 h; inhibition, % at 20 µM; hit rate 0.74% among 220,000; AID 1434;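 active means mean inhibition across duplicate retests at 20 µM reaching about 50%, limit read from the data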;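 further: 0% = DMSO wells and 100% = wells with excess untagged CBFb-SMMHC; inhibitors lower the FRET ratio by blocking Runt binding to CBFb-SMMHC; some results filed as inactive read as strong as hits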
Runt-CBFb FRET: blocks binding of human RUNX1 Runt domain to CBFb. Q01196+Q13951. hit rate 0.46% among 220,000. Cerulean-Runt/Venus-CBFb FRET ratio 530/480, 1 h. AID 1496. inhibition, % at 20 µM;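 active means inhibition over about 50% at 20 µM in the single-dose screen, limit read from the data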;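 further: 0% = DMSO wells and 100% = excess unlabeled CBFb competitor control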
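Reagent – Venus-CBFb binding partner, 100 nM · Assay system – Cerulean-tagged RUNX1 Runt domain (FRET donor) fusion protein · Input – 100 nM per protein · Incubation – two 1 h room-temperature incubations shielded from light · Measured by – FRET fluorescence · Medium – Tris buffer pH 7.5 with salts and BSA · Benchmarks – unlabeled CBFb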
Furin inh: inhibitors of human furin; P09958; hit rate 0.061% among 220,000; purified furin, fluorogenic substrate cleavage; inhibition, % at 30 µM; AID 463115; in the data active means inhibition above about 25%; further: inactives centre near -15
Target sequence (P09958 108-714 limits assumed): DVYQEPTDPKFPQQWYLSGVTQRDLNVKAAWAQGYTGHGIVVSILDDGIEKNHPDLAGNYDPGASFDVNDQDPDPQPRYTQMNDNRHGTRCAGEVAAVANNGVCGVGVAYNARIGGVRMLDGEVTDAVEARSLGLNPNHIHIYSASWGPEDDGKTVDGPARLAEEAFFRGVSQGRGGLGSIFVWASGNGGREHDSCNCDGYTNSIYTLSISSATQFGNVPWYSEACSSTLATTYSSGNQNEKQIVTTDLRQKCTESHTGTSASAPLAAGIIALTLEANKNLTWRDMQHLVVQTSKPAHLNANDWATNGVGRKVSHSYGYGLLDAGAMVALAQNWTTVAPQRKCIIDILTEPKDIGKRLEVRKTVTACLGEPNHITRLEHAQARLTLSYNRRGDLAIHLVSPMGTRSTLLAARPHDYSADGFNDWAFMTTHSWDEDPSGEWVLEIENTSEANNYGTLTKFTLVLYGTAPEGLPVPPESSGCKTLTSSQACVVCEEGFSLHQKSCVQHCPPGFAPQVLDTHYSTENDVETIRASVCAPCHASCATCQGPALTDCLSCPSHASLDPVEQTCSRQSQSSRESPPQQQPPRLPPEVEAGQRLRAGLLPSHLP
Calpain2 inh: inhibitors of pig calpain II; inhibition, % at 16 µM; purified calpain II, fluorogenic peptide substrate, 30 min; hit rate 0.37% among 220,000;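 active means inhibition above about 50%, limit read from the data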
NCF1 inh: inhibitors of human p47phox binding. p47phox/p22phox peptide binding, fluorescence polarization, 2 h. inhibition, % at 24.7 µM. hit rate 0.53% among 220,000. AID 1274;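 active means inhibition above about 30%, limit read from the data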;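 further: 0% = p47phox with labelled peptide and 100% = labelled peptide alone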
* marks the source's active call; other numbers are inactive results; i = inactive; x = no result given; [ ] = another dose, or the depositor's remark.

1. Cc1ccc(Nc2nnc(SCC(=O)Nc3cccc(S(=O)(=O)NC4=NCCCCC4)c3)s2)c(C)c1
2. Cc1c(C(=O)N2CCN(c3ccccc3F)CC2)sc2nc(-c3ccccc3)cn12
3. COc1ccc(C(=O)NNC(=O)C(Cc2ccc(O)cc2)NC(=O)c2ccccc2NC(=O)c2ccc(OC)cc2)cc1 (stereo not drawn)
4. COc1ccc(C(=O)NC(CC(=O)O)c2cc([N+](=O)[O-])ccc2Cl)c(SC)c1 (stereo not drawn)
5. CCOc1ccccc1N1CCN(C(=O)c2ccccc2)CC1
6. CNC(=O)NC(=O)CSc1nnc(C(F)(F)F)n1C
7. Cn1cnnc1SCc1ccc(C(=O)n2ncc(C#N)c2N)cc1
8. CCCc1cc(=O)n2[nH]c(-c3cc(OC)c(OC)c(OC)c3)nc2n1
assay / compound	1	2	3	4	5	6	7	8
p97 ATPase inh	3	0	4	3	-6	-5	-2	-5
EBV gp42 block	-5	9	-45	-9	-17	-45	-24	-17
RBBP9 inhibitor	-4	1	-13	1	-8	4	-6	-6
TbHK1 inh	0	-6	5	0	0	-8	-2	2
Runt-SMMHC FRET	-4	0	-22	-3	-8	0	2	-2
Runt-CBFb FRET	-3	-6	-7	-2	0	1	0	2
Furin inh	-26	-12	-17	-23	-16[20 µM]	-16[20 µM]	-9	-13[20 µM]
Calpain2 inh	-42	42	-26	-19	-11	-2	-10	-12
NCF1 inh	-37	5	-21	-8	-1	6	-2	2

Three entries out of the list above, sorted by the number in Calpain2 inh, highest first:
nr	SMILES	Calpain2 inh
2	Cc1c(C(=O)N2CCN(c3ccccc3F)CC2)sc2nc(-c3ccccc3)cn12	42
6	CNC(=O)NC(=O)CSc1nnc(C(F)(F)F)n1C	-2
7	Cn1cnnc1SCc1ccc(C(=O)n2ncc(C#N)c2N)cc1	-10

Next section
9. CC1=CC(=C(C#N)C#N)C=C(C)N1CCN1CCNCC1
10. CCOc1ccc(NC(=O)C2CCC(N3C(=O)C4CC=CCC4C3=O)CC2)cc1 (stereo not drawn)
11. COc1ccc(-c2nnc(SCCC(=O)O)n2-c2ccccc2)cc1
12. COC(=O)C1=C(N)OC2=C(C(=O)CCC2)C1c1cccnc1 (stereo not drawn)
13. COc1ccc(Cl)cc1C(=O)NNC(=O)CSc1nnnn1C
14. Cc1sc(C(=O)NCc2cccnc2)c2nc(C)n(CC(=O)NCc3cccnc3)c(=O)c12
15. NS(=O)(=O)c1cccc(NC(=O)COC(=O)Cn2cnc3ccccc32)c1
16. N=C1C(c2nc3ccccc3s2)=C(O)CN1NC(=O)c1ccccc1[N+](=O)[O-]
assay / compound	9	10	11	12	13	14	15	16
p97 ATPase inh	-2	-5	4	-7	9	4	5	4
EBV gp42 block	-10	-10	-7	-5	-20	-12	-12	-6
RBBP9 inhibitor	-8	-6	-4	-11	-8	-1	-3	-9
TbHK1 inh	-69	-2	5	2	-5	6	-5	-14
Runt-SMMHC FRET	1	4	0	x	-1	2	4	-1
Runt-CBFb FRET	-1	-2	3	x	0	0	-1	2
Furin inh	10	-21	-13[20 µM]	-19	-27	-25	-29	-20
Calpain2 inh	14	-17	21	-1	-21	-4	-20	-15
NCF1 inh	-13	-12	5	-7	-10	-2	-19	0

17. CCOc1ccccc1N(CC(=O)Nc1ccc(S(=O)(=O)N2CCOCC2)cc1)S(=O)(=O)c1ccccc1
18. CC1(C)CC2(CC(c3ccccc3)Oc3cc(O)ccc32)NC(=O)N1 (stereo not drawn)
19. CCOc1ccc(-c2noc(-c3cccnc3)n2)cc1OC
20. CC(NC(=O)c1sc2ccccc2c1Cl)C1CCCO1 (stereo not drawn)
21. Cn1c(=O)c2c(nc(-n3ccnc3)n2C)n(C)c1=O
22. Cc1cc(Cl)c(S(=O)(=O)N2CCCC2)cc1OCC(=O)NC1CCCCC1
23. CCC(c1nnnn1C(C)(C)C)N(Cc1cc2cccc(C)c2n2nnnc12)C1CCCC1 (stereo not drawn)
24. CCN(CC)c1ccc(NC(=O)c2ccc(NC(=O)C3CCCO3)cc2)c(C)c1 (stereo not drawn)
assay / compound	17	18	19	20	21	22	23	24
p97 ATPase inh	0	3	1	-2	5	2	2	1
EBV gp42 block	-15	-16	2	12	-13	-3	x	-27
RBBP9 inhibitor	0	-7	-5	2	-4	-4	-5	-4
TbHK1 inh	4	0	-1	32	1	-5	-4	-2
Runt-SMMHC FRET	-10	4	2	2	-3	-1	x	6
Runt-CBFb FRET	-1	-2	-2	0	1	-3	x	7
Furin inh	-10[20 µM]	-28	-14	-6	-17[20 µM]	-25[20 µM]	-22[20 µM]	-25
Calpain2 inh	-50	-29	-2	19	-13	-20	x	-12
NCF1 inh	-12	-14	-4	-7	-2	-6	x	-28

25. COC(=O)c1c(NC(=O)CSc2nc3ccccc3c(=O)n2Cc2ccco2)sc(C)c1C
26. Cc1cc(NC(=O)CSc2ccc3nnc(-c4cccs4)n3n2)no1
27. O=C(CSc1ncnc2c1oc1ccccc12)NCc1ccco1
28. Fc1cccc(/C=N/N=C/c2cccc(F)c2)c1
29. CCc1nnc(NC(=O)c2cc(-c3ccccn3)nc3ccccc23)s1
30. COc1ccc(S(=O)(=O)N2CCCCC2)cc1NC(=O)CSc1ncnc2ccccc12
31. O=C(NCc1ccncc1)NC12CC3CC(CC(C3)C1)C2
32. Cc1ccc(/C=c2\sc3nc(-c4cccs4)nn3c2=O)o1
assay / compound	25	26	27	28	29	30	31	32
p97 ATPase inh	1	0	4	-3	1	0	-4	2
EBV gp42 block	5	6	-11	4	-3	-42	-12	-13
RBBP9 inhibitor	-5	-9	0	-8	-3	-7	-1	3
TbHK1 inh	-12	-3	2	-2	-12	-6	-5	-3
Runt-SMMHC FRET	-2	-5	4	-1	-2	-1	-6	-5
Runt-CBFb FRET	0	-1	6	-2	1	-7	1	14
Furin inh	-6	-13	-40[20 µM]	-23	-14	-5	-19	-18[20 µM]
Calpain2 inh	-15	-9	-14	-3	6	-45	21	-2
NCF1 inh	-32	1	6	19	1	-83	-1	-73

Quoted from the listing.
compound 28 in TbHK1 inh has -2
compound 31 in EBV gp42 block has -12
compound 26 in TbHK1 inh has -3
compound 29 in Runt-SMMHC FRET has -2
compound 25 in TbHK1 inh has -12
compound 32 in NCF1 inh has -73
compound 27 in RBBP9 inhibitor has 0

Next section:
33. Cc1ccc(C)c(CSc2nnc(C)c(=O)[nH]2)c1
34. CS(=O)(=O)N(CC(=O)Nc1ccc(CC#N)cc1)c1ccc(C23CC4CC(CC(C4)C2)C3)cc1
35. COc1ccc(CNc2nc3nc(C)c(Cl)c(=O)n3[nH]2)cc1
36. COc1ccccc1C1SCCN1C(=O)c1ccc([N+](=O)[O-])cc1 (stereo not drawn)
37. Cc1ccc2oc(-c3ccccc3C(=O)O)cc(=O)c2c1
38. CCN1CCN(CC(O)COC(c2ccccc2)c2ccccc2)CC1 (stereo not drawn)
39. CCOC(=O)C1=C(C)NC(=O)NC1c1ccc(Cl)cc1Cl (stereo not drawn)
40. CC(C)N(Cc1ccccc1)CC(O)COc1ccc(S(=O)(=O)N2CCOCC2)cc1Cl (stereo not drawn)
assay / compound	33	34	35	36	37	38	39	40
p97 ATPase inh	5	-4	6	-4	4	2	-4	3
EBV gp42 block	2	-14	-4	19	-14	-6	-15	-6
RBBP9 inhibitor	-10	-8	-5	-8	7	3	-3	-2
TbHK1 inh	5	-6	1	0	4	5	2	0
Runt-SMMHC FRET	1	-4	0	0	0	3	2	-2
Runt-CBFb FRET	0	-2	1	-1	-2	-2	0	-2
Furin inh	-20	-11[20 µM]	-27	-6	-22[20 µM]	-28	-12[20 µM]	-23
Calpain2 inh	-19	-31	-11	22	-16	-7	-7	17
NCF1 inh	-2	-7	-15	-2	4	-4	-9	1

Part of the list above, reduced to Calpain2 inh.
nr	SMILES	Calpain2 inh
39	CCOC(=O)C1=C(C)NC(=O)NC1c1ccc(Cl)cc1Cl (stereo not drawn)	-7
40	CC(C)N(Cc1ccccc1)CC(O)COc1ccc(S(=O)(=O)N2CCOCC2)cc1Cl (stereo not drawn)	17

More structures:
41. COc1ccc(CCNC(=O)CS(=O)(=O)c2cn(CC(=O)N3CCCC3)c3ccccc23)cc1OC
42. Cc1ccc(NC(=O)Cn2c(O)c(N=NC(=O)c3cc([N+](=O)[O-])ccc3O)c3ccccc32)cc1
43. COc1ccc(-c2cc3nc(-c4ccccc4)cc(N4CCC(O)CC4)n3n2)cc1
44. O=C(C1=C[C@@H]2[C@H]3C(=O)N(c4cccc(Cl)c4)C(=O)[C@H]3[C@@H](C(=O)c3ccc(Cl)cc3)N2C=C1)c1ccccc1
45. Cc1nc2c(n1O)CCC/C2=N\O
46. Cc1ccc(N(C(C)C(=O)N2CCC(C)CC2)S(C)(=O)=O)cc1C (stereo not drawn)
47. CCOc1cc(NC(=S)Nc2cccc(OC)c2)c(OCC)cc1NC(=O)C(C)C
48. CC(C)CNC(=S)N(Cc1ccco1)Cc1cc2cc3c(cc2[nH]c1=O)OCCO3
assay / compound	41	42	43	44	45	46	47	48
p97 ATPase inh	-2	7	-4	5	3	2	-2	6
EBV gp42 block	3	19	6	-10	5	-17	-5	-14
RBBP9 inhibitor	-5	4	-17	-8	4	-4	-5	-1
TbHK1 inh	2	-9	-12	-3	5	2	4	21
Runt-SMMHC FRET	0	-21	3	-18	0	3	6	-2
Runt-CBFb FRET	-1	-11	-5	-6	-1	1	14	-9
Furin inh	-22	-17	-17	-25	-33	-18[20 µM]	-10[20 µM]	-15
Calpain2 inh	-4	-29	i	-51	3	-2	3	-32
NCF1 inh	4	-19	-31	-41	6	-3	-2	-8

49. CC(=O)C1=C(O)C(=O)N(Cc2ccccc2)C1c1ccco1 (stereo not drawn)
50. CCOc1ccc(OCC)c(NC(=O)C2CCCN(S(=O)(=O)c3c(C)n[nH]c3C)C2)c1 (stereo not drawn)
51. CCC(=O)Nc1ccc(C(=O)CSc2nnc(-c3ccc(NS(C)(=O)=O)cc3)n2C)cc1OC
52. Cc1nc(C(F)(F)F)ccc1C(=O)Nc1ccccc1F
assay / compound	49	50	51	52
p97 ATPase inh	5	-2	4	-4
EBV gp42 block	-20	12	3	-2
RBBP9 inhibitor	5	-5	6	-4
TbHK1 inh	-13	-11	-12	-5
Runt-SMMHC FRET	0	2	2	-2
Runt-CBFb FRET	3	2	13	14
Furin inh	-2	-37	-25	-7
Calpain2 inh	-22	-38	-12	3
NCF1 inh	-4	-8	6	-6

Whole records from above. Order of values: p97 ATPase inh, EBV gp42 block, RBBP9 inhibitor, TbHK1 inh, Runt-SMMHC FRET, Runt-CBFb FRET, Furin inh, Calpain2 inh, NCF1 inh
Results for COc1ccc(S(=O)(=O)N2CCCCC2)cc1NC(=O)CSc1ncnc2ccccc12 → 0, -42, -7, -6, -1, -7, -5, -45, -83
Results for NS(=O)(=O)c1cccc(NC(=O)COC(=O)Cn2cnc3ccccc32)c1 → 5, -12, -3, -5, 4, -1, -29, -20, -19
Results for COc1ccccc1C1SCCN1C(=O)c1ccc([N+](=O)[O-])cc1 (stereo not drawn) → -4, 19, -8, 0, 0, -1, -6, 22, -2
Results for CC(C)N(Cc1ccccc1)CC(O)COc1ccc(S(=O)(=O)N2CCOCC2)cc1Cl (stereo not drawn) → 3, -6, -2, 0, -2, -2, -23, 17, 1
Results for CCOc1ccc(OCC)c(NC(=O)C2CCCN(S(=O)(=O)c3c(C)n[nH]c3C)C2)c1 (stereo not drawn) → -2, 12, -5, -11, 2, 2, -37, -38, -8

Screening results: PubChem, several laboratories
